NOD1 NF-kB reporter – inhibition of NOD1-driven NF-kB reporter – cell-based, luminescence, uHTS, primary screen (AID 1578) | NOD1-driven NF-kB luciferase reporter cells, luminescence; higher % means a stronger effect | one-dose inhibition, % at 4 µM; EC50 in µM for titrated hits | 290,000 tested, 1% active; in the data active = inhibition mostly above about 36%, no sharp cut-off; inactive = mostly below about 34%;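 note: HEK-293T reporter cells stimulated with the NOD1 agonist gamma-tri-DAP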
KOR beta-arrestin-1 – KOR agonists, beta-arrestin recruitment, primary screen, cell-based, luminescence, uHTS (AID 1777); KOR beta-arrestin recruitment, luminescence; higher % means a stronger effect; activation, % at 10 µM, or EC50 in µM where a hit was titrated; 280,000 tested, 0.02% active; in the data active = activation above about 50%, passing the limit was not always enough; note: a part of the inactive calls stands beside numbers as strong as those of hits
Large T inhibition – TAg ATPase/helicase activity blockers – biochemical (AID 1903). inhibition, % at 20 µM, or IC50 in µM where a hit was titrated. 310,000 tested, 0.39% active. SV40 large T antigen ATPase/helicase inhibition assay; higher % means a stronger effect; in the data active = a potency from the dose series; note: strong numbers were not always called active
HEK293 NOD2/NF-kB – NOD2 signaling inhibitors, cell-based, luminescence, uHTS, HEK293 (AID 1566); HEK293 NOD2/NF-kB luciferase reporter, luminescence; higher % means a stronger effect; inhibition, % at 4 µM; hits with a dose series show EC50 in µM; 290,000 tested, 0.63% active; note: many of its hits are not listed in these tables
KOR beta-arrestin-2 – kappa opioid receptor blockers – cell-based, luminescence, uHTS (AID 1778). KOR beta-arrestin recruitment, luminescence, antagonist mode; higher % means a stronger effect. inhibition, % at 10 µM; hits with a dose series show IC50 in µM. 290,000 tested, 0.091% active; note: strong numbers were not always called active
HIV peptide binding – inhibitors of HIV fusion peptide binding, primary screen, biochemical, uHTS, fluorescence dequenching (AID 1986); cell-free peptide binding, fluorescence dequenching, 30 min; higher % means a stronger effect; inhibition, % at 20 µM, or IC50 in µM where a hit was titrated; 290,000 tested, 0.3% active; in the data active = inhibition mostly above about 52%, no sharp cut-off; inactive = mostly below about 76%; note: some results filed as inactive read as strong as hits
GPR55 beta-arrestin – selective activators of receptor GPR55 – imaging, U2OS cells, beta-arrestin-GFP redistribution, primary screen (AID 1961); U2OS GPR55 beta-arrestin-GFP redistribution imaging; higher % means a stronger effect; one-dose activation, % at 10 µM; EC50 in µM for titrated hits; 290,000 tested, 0.048% active;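 active = activation above 40% with more than 50 cells counted in the well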;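 note: U2OS osteosarcoma cells stably expressing GPR55 and beta-arrestin-GFP; plate controls were DMSO negative control for no effect and LPI positive control for full effect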
GPR55 LPI antagonism – GPR55 antagonists blocking LPI-driven arrestin recruitment, primary screen, imaging, U2OS, beta-arrestin-GFP, LPI agonist (AID 2013); U2OS GPR55 beta-arrestin-GFP translocation imaging, LPI antagonism; higher % means a stronger effect; one-dose inhibition, % at 10 µM; IC50 in µM for titrated hits; 290,000 tested, 0.13% active;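 active = spots per cell inhibited over 60%, with over 100 cells counted and total cytoplasm intensity under 500,000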;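 note: U2OS cells stably carrying GPR55 and arrestin-GFP stimulated by 5 µM LPI near EC80; imaged beta-arrestin-GFP aggregate spots per cell after agonist stimulation; plate controls were LPI-stimulated DMSO wells for no effect and DMSO wells without LPI for full effect; some results filed as inactive read as strong as hits; confirmed hits need IC50 under 10 µM and bright autofluorescent wells are also inconclusive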
MgcRacGAP inhibition – MgcRacGAP GTPase-activating activity inhibitors, confirmation, biochemical, ADP Hunter fluorescence; MgcRacGAP-stimulated Rac1 GTP hydrolysis, ADP Hunter fluorescence; higher % means a stronger effect; GST-tagged Rac1 F28L mutant substrate; inhibition, % at 30 µM, or IC50 in µM where a hit was titrated; 340,000 tested, 0.6% active; AID 624330;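 active = first-screen hits whose inhibition reached a set limit at any dose in the follow-up dose series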;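 note: fluorescence reports GDP produced by GAP-driven GTP hydrolysis; strong numbers were not always called active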
The depositor's hits bear a star; nt = not tested or not shown; [ ] = another dose, or the depositor's remark. Cut-off read from the data, not from the text of the source, unless noted: active = inhibition above about 50%; inactive = the rest. The list is partial (hit frequency here may not be typical).

#1 CC(=O)Nc1nnc(COc2ccc(Cl)cc2)s1
#2 CCCc1ccc2oc(C(=O)N(C)Cc3cnccn3)c(C)c2c1
#3 O=C(COc1ccccc1)Nc1nnc(S(=O)(=O)Nc2ccccc2)s1
#4 NS(=O)(=O)c1ccc(CCNC(=O)CC(NC(=O)c2ccccc2Cl)c2ccccc2)cc1 (configuration not stated)
#5 CCOc1ccc(CCNC(=O)C2CCN(c3nnc(-n4cccc4)s3)CC2)cc1
#6 Cc1cc(C)n(C(=O)c2ccc(NC(=O)C3COc4ccccc4O3)cc2)n1 (configuration not stated)
#7 COc1cccc(S(=O)(=O)NCc2ccc3c(c2)OCO3)c1
#8 COCCCNC(=O)CN(c1cc(Cl)ccc1OC)S(C)(=O)=O
#9 COc1ccc(/C=C2\SC(=S)N(CCCC(=O)N3CCOCC3)C2=O)cc1OC
#10 C/C(=N\O)c1ccc2[nH]ccc2c1

screen / no.,1,2,3,4,5,6,7,8,9,10
NOD1 NF-kB reporter,-24.6%,-6.9%,-1.0%,-9.1%,2.2%,-7.0%,5.3%,-13.8%,14.7%,-1.1%
KOR beta-arrestin-1,2.8%,-3.0%,-1.6%,2.2%,3.8%,13.5%,-5.5%,nt,-3.0%,-1.5%
Large T inhibition,10.2%,4.3%,nt,6.9%,7.1%,2.2%,16.1%,1.1%,8.2%,8.8%
HEK293 NOD2/NF-kB,-63.0%,-0.6%,6.6%,0.5%,-1.8%,7.7%,4.8%,14.6%,13.3%,-5.9%
KOR beta-arrestin-2,-7.5%,6.4%,-57.6%[20 µM],-17.5%,6.6%,11.6%,-24.6%,7.0%[20 µM],-15.6%,-7.0%
HIV peptide binding,0.4%,-0.8%,16.0%,0.2%,-2.3%,-0.5%,-0.2%,1.2%,12.2%,-0.5%
GPR55 beta-arrestin,-0.2%,1.7%,-0.1%,-0.2%,-0.1%,-0.1%,-0.1%,0.2%,0.3%,-0.2%
GPR55 LPI antagonism,2.3%,3.8%,1.7%,4.2%,-3.6%,6.4%,2.3%,-6.5%,12.0%,16.3%
MgcRacGAP inhibition,11.3%,6.1%,11.3%,8.6%,0.0%,-9.3%,-2.0%,0.9%,-2.0%,6.0%

#11 OCCNCc1cc(Br)ccc1OCc1ccc(F)cc1
#12 O=C(O)Cc1ccc2c(c1)N(S(=O)(=O)c1cccs1)CC(C(=O)O)O2 (configuration not stated)
#13 Cc1oc(-c2cc(Cl)cc(Cl)c2)cc1C(=O)NCCc1ccccc1
#14 Cc1nn(C)c(C)c1NC(=O)CCSc1nc(-c2ccco2)cc(C(F)(F)F)n1
#15 COc1ccc(C)cc1-n1cnnn1
#16 COC(=O)c1[nH]c2cccc(OC)c2c1NC(=O)CCN1CCSCC1
#17 CC(=O)c1ccc(OCc2cc(C(=O)N3CCC(c4ccncc4)CC3)no2)cc1
#18 NS(=O)(=O)c1ccc(NCc2cc(Cl)ccc2OCc2ccc(F)cc2)cc1
#19 C#Cc1cccc(NC(=O)CSc2nnc(-c3ccc(C(F)(F)F)cn3)o2)c1
#20 CNCCCCOc1ccc(C(C)(C)C)cc1Cl

screen / no.,11,12,13,14,15,16,17,18,19,20
NOD1 NF-kB reporter,-35.4%,0.5%,13.7%,-20.3%,-13.6%,-3.2%,-23.6%,27.2%,-5.6%,-17.2%
KOR beta-arrestin-1,-3.0%,4.8%,6.1%,0.3%,0.7%,-4.5%,-6.5%,5.6%,2.9%,2.0%
Large T inhibition,14.5%,25.5%,6.9%,2.9%,0.3%,2.8%,12.7%,1.8%,2.7%,4.8%
HEK293 NOD2/NF-kB,6.2%,5.5%,8.7%,18.1%,2.3%,9.0%,49.1%,-9.3%,-50.0%,21.3%
KOR beta-arrestin-2,-12.3%[20 µM],-10.7%,22.7%,-1.8%,-20.5%,18.6%,-45.6%,-9.2%,-10.9%,-41.0%
HIV peptide binding,1.7%,2.7%,3.6%,6.1%,-1.3%,-0.8%,1.4%,0.6%,0.6%,-1.2%
GPR55 beta-arrestin,0.3%,0.3%,0.2%,-0.1%,-0.1%,-0.2%,-0.1%,-0.2%,-0.2%,0.2%
GPR55 LPI antagonism,-0.7%,12.9%,9.4%,5.6%,1.8%,9.1%,-4.0%,-4.5%,-9.3%,9.7%
MgcRacGAP inhibition,3.6%,2.7%,9.3%,11.6%,-4.0%,6.1%,9.0%,1.3%,15.5%,18.8%

4 records drawn at random from those above, as already listed:
#16 COC(=O)c1[nH]c2cccc(OC)c2c1NC(=O)CCN1CCSCC1
#17 CC(=O)c1ccc(OCc2cc(C(=O)N3CCC(c4ccncc4)CC3)no2)cc1
#12 O=C(O)Cc1ccc2c(c1)N(S(=O)(=O)c1cccs1)CC(C(=O)O)O2 (configuration not stated)
#19 C#Cc1cccc(NC(=O)CSc2nnc(-c3ccc(C(F)(F)F)cn3)o2)c1

screen / no.,16,17,12,19
NOD1 NF-kB reporter,-3.2%,-23.6%,0.5%,-5.6%
KOR beta-arrestin-1,-4.5%,-6.5%,4.8%,2.9%
Large T inhibition,2.8%,12.7%,25.5%,2.7%
HEK293 NOD2/NF-kB,9.0%,49.1%,5.5%,-50.0%
KOR beta-arrestin-2,18.6%,-45.6%,-10.7%,-10.9%
HIV peptide binding,-0.8%,1.4%,2.7%,0.6%
GPR55 beta-arrestin,-0.2%,-0.1%,0.3%,-0.2%
GPR55 LPI antagonism,9.1%,-4.0%,12.9%,-9.3%
MgcRacGAP inhibition,6.1%,9.0%,2.7%,15.5%

(continued)
#21 CC(=O)Nc1ccc(Nc2c3ccccc3nc3ccccc23)cc1
#22 CCOC(=O)c1csc(NC(=O)CCSc2ccccc2)n1
#23 Cc1cccc(NC(=O)CN2CCCN(S(=O)(=O)c3ccc(Br)s3)CC2)c1
#24 CCOC(=O)N1CCN(C(=O)Nc2sc3nc4n(c(=O)c3c2C)CCC(C)CC4)CC1 (configuration not stated)
#25 Cn1c(=O)[nH]c(=O)c2c1nc(N1CCOCC1)n2CCSc1nc2ccccc2[nH]1
#26 Cc1ccc(-c2csc(/C(C#N)=C(\O)CCl)n2)cc1
#27 COc1ccc(NC(=O)CCN2CC(C)OC(C)C2)c(OC)c1 (configuration not stated)
#28 C=CCOc1cccc(C(=O)Nc2ncn[nH]2)c1
#29 CCCn1c(C(C)Nc2nc(-c3ccc(C)cc3)cs2)nc2cc(Cl)c(N3CCCCC3)cc21 (configuration not stated)
#30 CCNC(=S)NNC(=O)C1CCCCC1

screen / no.,21,22,23,24,25,26,27,28,29,30
NOD1 NF-kB reporter,-58.7%,-49.4%,nt,-19.7%,3.7%,26.2%,-28.7%,-15.1%,-11.7%,-5.9%
KOR beta-arrestin-1,-9.6%,0.7%,2.9%,-3.9%,4.1%,-1.9%,10.2%,2.4%,-1.0%,-1.1%
Large T inhibition,4.4%,13.8%,10.3%,6.7%,2.1%,6.3%,11.9%,11.0%,11.3%,-1.3%
HEK293 NOD2/NF-kB,-298.9%,0.6%,0.1%,18.4%,5.7%,-23.7%,6.6%,7.2%,3.5%,-0.4%
KOR beta-arrestin-2,-8.1%[20 µM],-27.7%,-19.7%,-7.4%,-19.8%,-3.6%,-7.8%,3.7%,-22.8%[20 µM],6.1%
HIV peptide binding,-0.6%,1.9%,-0.4%,0.6%,-1.2%,12.4%,2.5%,0.9%,2.3%,0.6%
GPR55 beta-arrestin,0.2%,0.7%,-0.1%,0.0%,0.3%,-0.4%,-0.3%,-0.2%,0.0%,-0.2%
GPR55 LPI antagonism,8.4%,6.9%,17.5%,-6.0%,4.1%,3.1%,8.8%,0.2%,2.2%,5.5%
MgcRacGAP inhibition,17.4%,-6.2%,3.8%,12.0%,-2.1%,4.4%,-6.2%,8.9%,7.6%,-0.7%

#31 CCCCCCC(=O)N/N=C1\CCCc2ccccc21
#32 CS(=O)(=O)c1ccc(C(=O)NCCN2C(=O)S/C(=C\c3cccnc3)C2=O)cc1[N+](=O)[O-]
#33 COc1ccc2c(c1)C(=O)CCC2c1ccccc1 (configuration not stated)
#34 COc1ccc(CN(CC2CCCO2)S(=O)(=O)c2ccc(-n3cnnn3)c(OC)c2)cc1 (configuration not stated)
#35 O=C(C[n+]1ccc2ccccc2c1)c1ccccc1
#36 Cc1cc(CN2CCC(N3CCC(C(=O)NC4CC4)CC3)CC2)cc(C)c1O
#37 CC(C)C1CCN(C(=O)C2CCC(=O)N(CCc3ccc(Cl)cc3)C2)CC1 (configuration not stated)
#38 CCOC(=O)c1ccc(/C=N/O)[n+](Cc2ccccc2)c1
#39 COc1cccc(N(CC(=O)NCCSc2ccc(Cl)cc2)S(C)(=O)=O)c1
#40 CCS(=O)(=O)Nc1ccc(-c2nnc(SCC(=O)c3cccc(OC)c3)o2)cc1

screen / no.,31,32,33,34,35,36,37,38,39,40
NOD1 NF-kB reporter,2.5%,93.4%*,-10.6%,-21.1%,-1.0%,-16.4%,-19.3%,-21.1%,6.2%,-20.2%
KOR beta-arrestin-1,8.4%,2.4%,0.6%,-4.0%,-3.3%,0.5%,-2.3%,1.5%,-0.8%,3.0%
Large T inhibition,5.2%,25.6%,10.8%,nt,5.7%,17.6%,26.6%,14.3%,17.4%,14.8%
HEK293 NOD2/NF-kB,9.6%,-74.2%,-1.2%,2.8%,5.7%,5.8%,11.1%,1.6%,0.4%,-17.9%
KOR beta-arrestin-2,-26.2%,-28.2%[20 µM],20.4%,14.4%[20 µM],35.7%,-11.1%,11.2%,-41.0%[20 µM],-10.3%,-1.4%
HIV peptide binding,-2.2%,-2.5%,-0.2%,0.2%,0.2%,0.2%,1.2%,-0.8%,3.0%,1.4%
GPR55 beta-arrestin,-0.3%,-0.1%,0.2%,-0.1%,0.5%,0.0%,0.3%,0.2%,-0.1%,-0.1%
GPR55 LPI antagonism,-7.0%,26.8%,-6.3%,-7.3%,8.4%,-21.1%,10.5%,0.9%,4.5%,21.4%
MgcRacGAP inhibition,8.9%,14.7%,3.5%,4.0%,-6.8%,7.9%,5.9%,2.4%,10.9%,0.4%

#41 COc1ccc(CN2CCCC(C(=O)N3CCCCC3)C2)c(OC)c1 (configuration not stated)
#42 COc1cc(OC)c(C2Nc3cccc4cccc(c34)N2)c(OC)c1
#43 CCCCCCc1cc2cc(-c3nnc(-c4ccccc4OC)o3)c(=O)oc2cc1O
#44 COc1ccc2c(c1)O[C@@H](c1cccc(C(F)(F)F)c1)[C@H](OC(=O)Nc1ccc(OC(F)F)cc1)C2=O

screen / no.,41,42,43,44
NOD1 NF-kB reporter,31.8%,-11.6%,6.54µM*,8.9%
KOR beta-arrestin-1,2.1%,-2.5%,0.3%,-2.0%
Large T inhibition,2.7%,26.5%,12.1%,16.1%
HEK293 NOD2/NF-kB,2.4%,1.6%,nt,-4.4%
KOR beta-arrestin-2,-23.3%,-40.5%,-35.2%,2.2%
HIV peptide binding,-1.7%,13.3%,81.8%,2.4%
GPR55 beta-arrestin,0.4%,0.0%,0.0%,0.1%
GPR55 LPI antagonism,9.8%,0.1%,10.0%,-4.4%
MgcRacGAP inhibition,19.2%,65.2µM*,-11.3%,nt

Bioassay records deposited in PubChem BioAssay by several laboratories.
